FAS TE block: inhibitors of human fatty acid synthase thioesterase domain | actives 0.67% (n = 360,000) | P49327 | AID 602261 | recombinant FAS-TE, OMFH fluorogenic substrate, fluorescence endpoint | inhibition, % at 15 µM;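 active = compounds whose normalised, plate-corrected inhibition of enzyme fluorescence in the single-dose primary screen is 50% or more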;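 also: 0% = DMSO with enzyme and 100% = substrate without enzyme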
E coli Lon inh: E. coli protease La inhibition; actives 0.42% (n = 360,000); purified E. coli Lon protease, fluorescence polarization; inhibition, % at 7.94 µM; P0A9M0; in the data active = inhibition above about 13%, passing the limit was not always enough;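 also: 0% = enzyme with probe and DMSO and 100% = no enzyme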
MT1-MMP act inh: MT1-MMP (human) activation inhibition. actives 0.061% (n = 360,000). HT1080 RFP-PRO-GFP cells, GFP/RFP ratio fluorescence, overnight; percent of plate control window, DMSO zero. GFP/RFP ratio change, % at 20 µM. P50281;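 active = GFP/RFP ratio change of at least 30% with cell ATP level not reduced by more than half and red fluorescence within 50% of control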; also: strong numbers were not always called active
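Assay system: HT1080 RFP-PRO-GFP cells. Benchmarks: DMSO vehicle wells and RFP-L50D-GFP reporter cell wells. Times: overnight cell settling, then overnight compound exposure, 37 °C, 5% CO2. Compound: 20 µM single dose, 1% DMSO. Read-out basis: GFP/RFP fluorescence ratio.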
bovine MsrA act: bovine methionine sulfoxide reductase A activation | actives 0.3% (n = 360,000) | activation, % at 10.6 µM | AID 602163 | purified bovine MsrA, absorbance read-out; in the data active = activation above about 7.5%;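 also: 0% = vehicle and 100% = reference activator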
PABP1 MLLE inh: inhibitors of microRNA-mediated deadenylation, human PABP1 MLLE binding; P11940; GST-MLLE / FITC-PAM2 fluorescence polarization; inhibition, % at 20 µM; actives 0.36% (n = 360,000); in the data active = inhibition above about 35%, passing the limit was not always enough;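 also: plate controls were DMSO wells with GST-MLLE for no effect and wells lacking GST-MLLE protein for full effect; some results filed as inactive read as strong as hits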
Target sequence (P11940 whole entry, looked up): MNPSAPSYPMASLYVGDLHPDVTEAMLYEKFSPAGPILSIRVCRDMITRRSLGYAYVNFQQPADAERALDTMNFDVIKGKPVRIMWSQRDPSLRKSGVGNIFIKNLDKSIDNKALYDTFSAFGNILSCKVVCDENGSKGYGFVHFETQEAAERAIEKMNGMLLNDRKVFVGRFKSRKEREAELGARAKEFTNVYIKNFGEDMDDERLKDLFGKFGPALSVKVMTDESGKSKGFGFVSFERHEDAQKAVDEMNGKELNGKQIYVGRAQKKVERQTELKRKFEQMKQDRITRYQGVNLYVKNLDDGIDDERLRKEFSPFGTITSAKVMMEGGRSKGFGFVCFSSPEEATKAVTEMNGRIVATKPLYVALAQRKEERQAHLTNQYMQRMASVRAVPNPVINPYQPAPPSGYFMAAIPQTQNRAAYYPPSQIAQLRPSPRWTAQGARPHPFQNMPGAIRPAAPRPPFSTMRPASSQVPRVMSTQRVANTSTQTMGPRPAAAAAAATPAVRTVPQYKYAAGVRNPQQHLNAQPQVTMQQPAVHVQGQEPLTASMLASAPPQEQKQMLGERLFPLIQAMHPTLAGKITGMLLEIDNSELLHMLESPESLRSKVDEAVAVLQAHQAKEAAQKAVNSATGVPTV
Rpn11 block: inhibitors of human proteasome Rpn11; O00487; human 26S proteasome, Ub4-pepOG fluorescence polarization; 20S core pre-blocked with epoxomicin; calls only at 20 µM; actives 0.59% (n = 360,000); AID 588493;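 active = inhibition at 20 µM, scaled to each plate's controls, above about 33%, limit read from the data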
Target sequence (O00487 whole entry, looked up): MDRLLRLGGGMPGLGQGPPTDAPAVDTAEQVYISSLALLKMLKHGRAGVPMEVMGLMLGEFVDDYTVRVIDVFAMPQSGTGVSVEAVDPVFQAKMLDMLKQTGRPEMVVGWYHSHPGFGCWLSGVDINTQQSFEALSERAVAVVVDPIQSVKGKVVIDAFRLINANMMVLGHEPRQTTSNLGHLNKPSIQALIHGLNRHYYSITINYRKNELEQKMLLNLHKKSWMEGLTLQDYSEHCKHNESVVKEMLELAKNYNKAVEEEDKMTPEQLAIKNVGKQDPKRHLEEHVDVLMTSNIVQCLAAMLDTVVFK
CSN deneddyl inh: inhibitors of human CSN-mediated cullin deneddylation | Q92905 | Purified CSN, SCF-Nedd8-OG deneddylation, fluorescence polarization | inhibition, % at 12.5 µM | actives 0.38% (n = 360,000) | AID 651999;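 active = pattern-corrected inhibition above about 35%, with an unprinted fluorescence ratio check between 0.5 and 1.5, limit read from the data, passing the limit was not always enough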;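 also: 0% = enzyme with substrate and 100% = substrate without enzyme; some results filed as inactive read as strong as hits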
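Material: human Csn5 produced in HEK293T cells; Input: enzyme 0.24 nM; Reagent: SCFSkp2-Nedd8OG substrate at 10 nM final; Dosing: 12.5 µM compound; Incubation: 90 min reaction at room temperature; Detection: fluorescence polarization of the substrate; Evaluation: % inhibition of substrate cleavage by Csn5; Control set: substrate-only high control, full reaction low control.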
Rin1-Abl PPI inh: inhibitors of human Rin1-Abl protein interaction; P00519+Q13671; TR-FRET Rin1/Abl binding, biochemical; inhibition, % at 7.35 µM; actives 0.4% (n = 360,000); AID 588664; in the data active = inhibition above about 5%, passing the limit was not always enough
MsrA inhibitor: inhibits bovine methionine sulfoxide reductase A; actives 0.75% (n = 360,000); AID 651718; purified bovine MsrA, absorbance read-out; inhibition, % at 15.5 µM; in the data active = inhibition above about 4.5%;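 also: 0% = vehicle wells with enzyme and 100% = reference inhibitor wells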
Starred values were filed as active, the others as inactive; i = inactive; / = not tested or not shown.

smiles,bovine MsrA act,PABP1 MLLE inh,Rpn11 block,Rin1-Abl PPI inh,E coli Lon inh,MT1-MMP act inh,MsrA inhibitor,FAS TE block,CSN deneddyl inh
O=C(c1ccc(NS(=O)(=O)c2ccccc2)cc1)N1CCCCCC1,-2,-6,i,-1,4,-5,-1.2,-2,-2
COC(=O)C1CCCN1C(=O)COc1ccc(Cl)cc1Br (stereo not given),0,-2,i,2,4,1,0.3,-5,-15
O=C(NCc1cccnc1)C1CC(c2ccc(F)cc2)=NO1 (stereo not given),-2,-16,i,1,-1,1,/,-5,-5
COc1ccc(OCc2nnc(SC(C)C(=O)Nc3ccc(N4CCOCC4)cc3)n2C)cc1 (stereo not given),-2,-4,i,-1,1,0,-0.1,-3,2
CC(=O)Nc1ccc(S(=O)(=O)N2CCN(C(=O)c3ccccc3F)CC2)cc1,2,5,i,-1,6,10,1.5,-5,-2
O=C(NCCCn1ccnc1)c1ccco1,-1,6,i,-2,-8,-8,-0.4,-7,3
COc1cccc(C2C(C(C)=O)=C(O)C(=O)N2Cc2ccco2)c1 (stereo not given),-1,-3,i,0,-5,7,3.4,2,4
COc1cccc(CC(NC(C)=O)C(=O)NC2CCN(S(=O)(=O)c3ccc(C)cc3)CC2)c1OC (stereo not given),-3,-23,i,2,-5,-2,1.3,0,-4
O=C(Nc1cccc(Cl)c1)OCc1cnc(Cl)s1,-8,-1,i,1,-6,-1,0.1,18,0
CC1c2[nH]c3ccccc3c2CCN1S(C)(=O)=O (stereo not given),-2,-5,i,-2,-2,2,0.3,-4,1
O=[N+]([O-])c1ccc2nc(-c3ccc(Cl)cc3)n(OCc3ccccc3)c2c1,-1,5,i,-4,6,3,0.6,17,-4
O=C(Nc1ccc(Br)cc1)Nc1ccccc1Cl,-1,-2,i,2,2,-2,0.0,7,0
COc1cc(C(=O)OCC(=O)NCC2CCCO2)cc(OC)c1OC (stereo not given),-5,4,i,0,1,0,-0.4,-7,-3
CCNC(=S)Nc1ccc(Cl)cc1Cl,-10,3,i,2,-1,-1,-1.8,-12,-7
O=C(CCCC(=O)N(CC(=O)NC1CCCC1)Cc1ccccc1Cl)Nc1ccccn1,0,5,i,1,-3,6,0.0,-2,0
CCOc1ccc(CNC(=O)CCn2c(=O)oc3ccccc32)cc1OC,-1,2,i,-4,-9,-1,0.6,-6,-4
CC(=O)c1cc(-c2ccccc2)[nH]c1N1CCOCC1,-11,44*,i,3,63*,-19,-0.6,-8,-13
Cc1ccc(P(=Nc2ccccc2)(N2CCOCC2)N2CCOCC2)o1,-10,3,i,4,-1,-4,-0.6,-12,3
C#CCOCCOCCOCCNc1nc(N2CCN(C(=O)C(CCC(=O)O)n3cc(C(N)CC(C)C)nn3)CC2)nc(N2CCN(C(=O)C(Cc3cc4ccccc4[nH]3)n3cc(C(N)Cc4ccc(O)cc4)nn3)CC2)n1 (stereo not given),/,-1,i,/,/,-1,/,-7,-1
CC1=CC(c2ccccc2)n2nc(NC(=O)CCCC(=O)O)nc2N1 (stereo not given),2,8,i,-2,-4,-2,1.9,2,-1
CC1Sc2ccc(S(=O)(=O)CCC(=O)Nc3ccccn3)cc2NC1=O (stereo not given),0,7,i,1,-3,0,-0.7,-7,7
CC(OC(=O)CNC(=O)c1cccc(F)c1)C(=O)NC1CCCCC1C (stereo not given),1,-2,i,-1,-11,5,-0.9,-6,-5
CCCOc1ccc(N2C(=O)CC(N(Cc3ccc(OC)cc3)C(=S)Nc3ccccc3)C2=O)cc1 (stereo not given),-4,-10,i,-1,7,-2,0.5,3,6
O=C(c1cccnc1)N(Cc1ccccc1)C(c1ccccc1)c1nc2ccccc2[nH]1 (stereo not given),-3,4,i,3,-5,1,-1.8,-2,-5
Cc1onc(-c2ccccc2Cl)c1C(=O)OCC(=O)c1ccc2c(c1)OCCO2,-2,-11,i,2,8,0,0.2,24,2
CC(=O)c1ccc(-c2ccc([C@H]3[C@@H]4C=CCC[C@@]4(C)C(=O)N3Cc3ccccc3)c(F)c2)cc1,-3,5,i,5,1,5,0.8,32,4
CCOC(=O)Nc1cccc(OCC(=O)Nc2ccccc2OCC)c1,-3,-13,i,1,5,-5,-0.1,10,1
Cc1ccc(N2C(=NC(=O)c3ccccc3)SC3CS(=O)(=O)CC32)cc1 (stereo not given),-7,-7,i,0,13,-1,0.8,7,3
O=C(COC(=O)c1ccc(O)cc1)Nc1ccc(OC(F)F)cc1,-1,5,i,0,-12,6,1.5,9,5
COC(=O)[C@@]1(Sc2ccc(C)cc2)CC(=O)N(c2ccc3c(ccn3C)c2)[C@@H]1c1ccccc1,-3,/,/,/,3,-4,-0.3,19,-7
COc1cc(NS(=O)(=O)c2ccc(F)cc2)c(OC)cc1NC(C)=O,2,-2,i,2,-5,2,0.3,-6,2
CC1=CC(c2ccccc2)n2nc(NS(=O)(=O)c3ccc(C)cc3)nc2N1 (stereo not given),-2,4,i,-4,-4,-3,-0.5,-5,3
Cc1nc2ccc(C(=O)Nc3cccc([N+](=O)[O-])c3)cc2s1,0,12,i,2,6,3,0.5,18,0
CCCCN1CC2([N+](=O)[O-])C=CC(=O)C([N+](=O)[O-])(C1)C2CC(=O)c1ccccc1 (stereo not given),-3,-11,i,1,4,-1,1.2,-1,3
O=C(Nc1ccccc1N1CCN(C(=O)c2ccccc2)CC1)c1ccc(Cl)cc1,-4,11,i,0,-12,-4,0.4,22,-3
Cc1cccc(CSc2nn3c(=O)c(C)nnc3s2)c1,-4,-6,i,-4,-3,2,0.3,-14,3
Cc1ccc2c(c1)N(C(=O)CCC(=O)N1CCC(C(N)=O)CC1)CCO2,-2,0,i,1,10,-7,0.1,-5,1
CCOc1ccc(N2C(=O)C(Cl)=C(N3CCOCC3)C2=O)cc1,-2,22,i,-3,-2,0,-0.3,-2,3
Cc1nnc2ccc(-c3cccc(NC(=O)c4ccc(Cl)nc4)c3)nn12,-4,5,i,-4,-2,10,-0.4,-4,-1
Cc1ccc(-c2ccc(/C=N/NC(N)=S)o2)cc1,-4,17,i,-1,-7,4,3.3,18,4
Cn1cc(Br)c(C(=O)NNC(=O)Cc2ccc(Cl)cc2)n1,-2,2,i,4,5,-2,0.6,-1,5
Cc1ccc(/C=N/n2c(C)n[nH]c2=S)o1,0,1,i,-2,-10,7,4.6*,-12,-4
COc1ccc(-c2ccc(SCC(=O)N3CCCC3)nn2)cc1OC,-2,26,i,2,3,10,-1.7,-5,1
CCOc1ccccc1NS(=O)(=O)c1ccc2oc(=O)ccc2c1,-3,-9,i,2,-8,3,-0.8,-1,1
CCc1ccc(OCC2c3cc(OC)c(OC)cc3CCN2C(=S)NC)cc1 (stereo not given),-1,-133,i,-3,7,10,-0.2,29,-4
Cc1ccc(-c2nnn(CC(=O)N(CC(=O)NC3CCCC3)c3ccccc3F)n2)o1,-3,-7,i,4,-6,3,0.8,-4,1
O=C(NC(c1ccccc1)c1cnccn1)C1CCN(CCOc2ccc(Cl)cc2Cl)CC1 (stereo not given),-8,1,i,5,-7,1,1.3,1,-1
CN(C(=O)CSc1nc2scc(-c3ccccc3)c2c(=O)[nH]1)c1ccccc1,0,-28,i,0,-24,4,-0.1,10,-5
O=C(CCC1CCCCC1)Nc1cc(Cl)ccc1N1CCOCC1,-3,9,i,1,3,-2,-1.1,29,-4
CC1CN(CCc2ccccc2)c2nc3c(c(=O)n(CC(N)=O)c(=O)n3C)n2C1 (stereo not given),-4,7,i,3,-2,-4,0.6,-2,2
CCOC(=O)c1ccc(S(=O)(=O)N2CCC(C(=O)N3CCN(c4ccccc4OC)CC3)CC2)cc1,0,18,i,-1,-1,19,0.3,19,4
O=C(O)c1ccccc1Nc1ccc([N+](=O)[O-])cc1,-2,5,i,-5,-16,5,1.6,-4,-1

Not a retest: an excerpt of the list.
smiles,bovine MsrA act,PABP1 MLLE inh,Rpn11 block,Rin1-Abl PPI inh,E coli Lon inh,MT1-MMP act inh,MsrA inhibitor,FAS TE block,CSN deneddyl inh
CCCCN1CC2([N+](=O)[O-])C=CC(=O)C([N+](=O)[O-])(C1)C2CC(=O)c1ccccc1 (stereo not given),-3,-11,i,1,4,-1,1.2,-1,3
O=C(Nc1ccccc1N1CCN(C(=O)c2ccccc2)CC1)c1ccc(Cl)cc1,-4,11,i,0,-12,-4,0.4,22,-3
Cc1cccc(CSc2nn3c(=O)c(C)nnc3s2)c1,-4,-6,i,-4,-3,2,0.3,-14,3
Cc1ccc2c(c1)N(C(=O)CCC(=O)N1CCC(C(N)=O)CC1)CCO2,-2,0,i,1,10,-7,0.1,-5,1
CCOc1ccc(N2C(=O)C(Cl)=C(N3CCOCC3)C2=O)cc1,-2,22,i,-3,-2,0,-0.3,-2,3
Cc1nnc2ccc(-c3cccc(NC(=O)c4ccc(Cl)nc4)c3)nn12,-4,5,i,-4,-2,10,-0.4,-4,-1
Cc1ccc(-c2ccc(/C=N/NC(N)=S)o2)cc1,-4,17,i,-1,-7,4,3.3,18,4
Cn1cc(Br)c(C(=O)NNC(=O)Cc2ccc(Cl)cc2)n1,-2,2,i,4,5,-2,0.6,-1,5
Cc1ccc(/C=N/n2c(C)n[nH]c2=S)o1,0,1,i,-2,-10,7,4.6*,-12,-4
COc1ccc(-c2ccc(SCC(=O)N3CCCC3)nn2)cc1OC,-2,26,i,2,3,10,-1.7,-5,1
CCOc1ccccc1NS(=O)(=O)c1ccc2oc(=O)ccc2c1,-3,-9,i,2,-8,3,-0.8,-1,1
CCc1ccc(OCC2c3cc(OC)c(OC)cc3CCN2C(=S)NC)cc1 (stereo not given),-1,-133,i,-3,7,10,-0.2,29,-4
Cc1ccc(-c2nnn(CC(=O)N(CC(=O)NC3CCCC3)c3ccccc3F)n2)o1,-3,-7,i,4,-6,3,0.8,-4,1
O=C(NC(c1ccccc1)c1cnccn1)C1CCN(CCOc2ccc(Cl)cc2Cl)CC1 (stereo not given),-8,1,i,5,-7,1,1.3,1,-1
CN(C(=O)CSc1nc2scc(-c3ccccc3)c2c(=O)[nH]1)c1ccccc1,0,-28,i,0,-24,4,-0.1,10,-5
O=C(CCC1CCCCC1)Nc1cc(Cl)ccc1N1CCOCC1,-3,9,i,1,3,-2,-1.1,29,-4
CC1CN(CCc2ccccc2)c2nc3c(c(=O)n(CC(N)=O)c(=O)n3C)n2C1 (stereo not given),-4,7,i,3,-2,-4,0.6,-2,2

Screens (PubChem)
